STK33 inh = inhibitors of purified STK33 kinase, primary screen, biochemical, ADP-Glo luminescence, homogeneous, cell-free; Serine/threonine-protein kinase 33 (Homo sapiens), Q9BYT3; MBP phosphorylation; inhibition, % at 10 µM; hit rate 0.073% among 320,000;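 active = inhibition at or above 25%, using the most active replicate where run in duplicate; inactive = inhibition below 25%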
Target sequence (Q9BYT3 whole entry, looked up): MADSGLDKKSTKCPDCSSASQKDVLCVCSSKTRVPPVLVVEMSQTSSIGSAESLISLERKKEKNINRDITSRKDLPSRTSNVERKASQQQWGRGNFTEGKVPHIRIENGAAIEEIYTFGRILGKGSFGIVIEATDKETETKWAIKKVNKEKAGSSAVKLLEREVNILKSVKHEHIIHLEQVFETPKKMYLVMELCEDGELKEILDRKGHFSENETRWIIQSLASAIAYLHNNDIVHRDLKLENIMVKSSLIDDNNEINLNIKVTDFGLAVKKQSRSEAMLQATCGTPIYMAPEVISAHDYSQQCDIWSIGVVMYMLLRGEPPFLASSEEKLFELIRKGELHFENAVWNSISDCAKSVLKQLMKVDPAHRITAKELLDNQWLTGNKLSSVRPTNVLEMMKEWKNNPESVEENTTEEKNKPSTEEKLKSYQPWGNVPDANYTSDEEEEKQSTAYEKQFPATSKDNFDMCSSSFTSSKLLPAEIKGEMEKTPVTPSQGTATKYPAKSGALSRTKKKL
OX1R FRET antag = antagonists of human orexin 1 receptor (OX1R); Orexin/Hypocretin receptor type 1 (Homo sapiens), O43613; OX1R-expressing cells, FRET antagonist read-out; inhibition, % at 6.6 µM; hit rate 1.8% among 330,000; in the data active = inhibition mostly above about 38%, no sharp cut-off; inactive = mostly below about 40%;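 note: 0% = agonist challenge alone and 100% = reference antagonist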
Target sequence (O43613 whole entry, looked up): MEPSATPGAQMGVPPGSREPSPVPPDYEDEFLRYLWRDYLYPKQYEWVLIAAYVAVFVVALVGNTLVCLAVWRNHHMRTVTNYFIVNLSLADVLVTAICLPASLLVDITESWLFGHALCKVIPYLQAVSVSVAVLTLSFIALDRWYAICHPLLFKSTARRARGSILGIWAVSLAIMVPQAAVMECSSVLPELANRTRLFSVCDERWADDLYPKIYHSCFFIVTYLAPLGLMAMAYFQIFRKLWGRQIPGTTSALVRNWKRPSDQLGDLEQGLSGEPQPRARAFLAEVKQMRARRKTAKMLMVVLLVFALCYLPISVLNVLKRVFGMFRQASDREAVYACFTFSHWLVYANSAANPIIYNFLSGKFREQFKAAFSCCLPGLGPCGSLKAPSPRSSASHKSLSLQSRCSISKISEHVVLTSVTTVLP
Starred values were filed as active, the others as inactive; x = not tested or not shown; & = joins results of further samples.

canonical_smiles	OX1R FRET antag	STK33 inh
COC(=O)[C@H](CCSC)NC(=O)Nc1cc(OC)cc(OC)c1	5	-0.8
O=C(C1CC(=O)N(c2ccc(Cl)cc2)C1)N1CCOCC1 (stereo unspecified)	6	-1.1
Nc1c2c(nc3ccccc13)CCCC2	20&19	2.5&0.6
CCc1ccccc1NC(=O)CSc1nnc(-c2cc(C)[nH]n2)n1N	6	-1.5
COc1cccc(C(C(=O)NC(C)(C)C)N(C(=O)CCC(=O)Nc2cc(C)on2)C(C)(C)C)c1OC (stereo unspecified)	28	2.2
COCCNC(=O)C(C)OC(=O)C1=Cc2ccccc2OC1 (stereo unspecified)	10	-0.2
COc1ccc(C(=O)C[n+]2ccc(C)cc2)cc1	5	-3.1
C#CCOc1ccc(/C=C2/C(=O)ON=C2C)cc1OCC	6	-1.0
CC(=O)Oc1cccc(/C=C2\C=C(c3ccc(C)cc3)OC2=O)c1	-2	-1.1
O=C(CSc1ncnc2c1nnn2Cc1ccccc1F)NCC1CCCO1 (stereo unspecified)	25	0.7
Cc1c(C(=O)NCCCN2CCOCC2)sc2nc(-c3ccc(F)cc3)cn12	4	-1.6
O=C(Nc1ccccc1)C1=C(N2CCOCC2)/C(=C/c2cccnc2)CC1	5	0.2
COc1ccc(OC)c(CCNC(=O)c2cccc(NC(=O)C3=C(C)OCCS3)c2)c1	41*	-1.8
COc1ccc(NC(=O)CSc2ccc3c(c2)OCCO3)cc1	12	-2.8
COCCn1c(N/N=C(C)/C=C/c2ccccc2)nc2c1c(=O)[nH]c(=O)n2C	15	0.5
Cc1cc(C(=O)NNC(=O)C(C)NS(=O)(=O)c2ccccc2F)c(C)o1 (stereo unspecified)	-4	0.1
COc1cccc(NC(=O)c2cccc(N3C(=O)C4C5C=CC(C5)C4C3=O)c2)c1 (stereo unspecified)	11	-1.3
COC(c1ccccc1)c1nnc(CCC(=O)NCCC(C)C)o1 (stereo unspecified)	2	-1.7
Cc1cc(OCC(=O)Nc2cc(S(=O)(=O)N3CCOCC3)ccc2N2CCCC2)ccc1C(C)C	10	-0.8
CCOc1ccc2c(C)c(Cl)c(=O)oc2c1	9	-1.0
N#Cc1nc(-c2ccccc2)oc1NCC1CCCO1 (stereo unspecified)	11	1.1
Cc1cccc(CS(=O)(=O)c2cn(CC(=O)N3CCOCC3)c3ccccc23)c1	10	-0.1
Cn1c(SCCN2CCOCC2)nc2sc3c(c2c1=O)CCCC3	13	-1.9
Cc1ccc(-n2ncc(C#N)c2/N=C/N2CCN(C)CC2)cc1	15	0.2
CC(NC(=O)Nc1nnc(C(F)(F)F)s1)N1C(=O)C2C3C=CC(C3)C2C1=O (stereo unspecified)	15	-0.8
CC(=O)CSc1nc(N(C)C)nc(N(C)C)n1	13	-1.1
CSc1nc(-c2ccco2)nn1S(=O)(=O)c1ccccc1	31	2.4
Cc1sc(NC(=O)CSc2nnnn2C2CCCCC2)c(C#N)c1C	3	-0.2
COc1ccc(C(=O)NC2CCCc3c2cnn3-c2ccc(C)c(C)c2)c(OC)c1OC (stereo unspecified)	14	x
C=CCSc1nc2ccccc2c2nc(-c3ccccc3)nn12	25	0.9
Cc1ccc(NC(=O)C2CCCN2C(=O)NC2CCCCC2)cc1 (stereo unspecified)	12	0.0
CC(C)(C)c1cc(NC(=O)COC(=O)c2ccc(O)cc2O)n(-c2ccccc2)n1	27	1.1
CCN(CC(=O)NCc1cccs1)C(=O)c1cccc(S(=O)(=O)N(C)C)c1	5	-0.9
O=C(NCc1cccnc1)c1cccc(NC(=O)c2ccco2)c1	16	-1.0
CCOCCCNC(=O)c1ccc2c(=O)n(CCCOCC)c(=S)[nH]c2c1	14	-0.2
O=C(NCCCNC(=O)c1c(F)cccc1F)c1c(F)cccc1F	4	-0.1
CCOc1ccc(CC2CC(=O)NC2=O)cc1 (stereo unspecified)	4	-0.5
CC1CCN(Cc2nc3c(c(=O)n(C)c(=O)n3C)n2CCc2ccccc2)CC1	41	4.4
COC(=O)c1n[nH]n(-c2cc(Cl)cc(Cl)c2)c1=O	5	-0.4
Cc1cccc(N(Cc2cc(=O)[nH]c3ccccc23)C(=O)C(C)C)c1	10	-0.6
Cc1cccc(C)c1Nc1nnc(SCc2nc3ccccc3c(=O)[nH]2)s1	28	0.6
COc1ccc(S(=O)(=O)Nc2cc(SCC(=O)O)c(O)c3ccccc23)cc1	14	-1.9
CC(C)CN(C(=O)COC(=O)CCN1C(=O)c2ccccc2C1=O)C1CCS(=O)(=O)C1 (stereo unspecified)	18	-1.4
Cc1cccc(NC(=S)N(Cc2ccco2)C(C)c2cccs2)c1 (stereo unspecified)	7	-1.5
Cc1ccccc1CNC(=O)c1ccccc1N(C)S(=O)(=O)c1ccccc1	7	-0.8
Cc1ccc(NC(=S)N2CCN(S(C)(=O)=O)CC2)cc1	x	-0.4
Cc1ccc(-n2[nH]c(C)c(C=Nc3ccc(S(=O)(=O)Nc4nc(C)cc(C)n4)cc3)c2=O)c(C)c1	-12	0.0
CS(=O)(=O)N(CC(=O)Nc1cccc([N+](=O)[O-])c1)c1ccccc1F	14	-0.7
COc1ccc(-c2nc(C#N)c(NCc3ccccc3Cl)o2)cc1OC	34	-1.6
CC(C)N(CCNC(=O)c1ccc(OCC2CCCO2)cc1)C(C)C (stereo unspecified)	8	-1.9
O=C(CN1C(=O)NC2(CCCc3ccccc32)C1=O)NCCc1ccc(F)cc1 (stereo unspecified)	10	0.0
Oc1ccc(C=NC2CCCCC2)c(O)c1	15	0.3
CCCn1c(N)c(C(=O)CSc2nc(C)cs2)c(=O)[nH]c1=O	16	0.2
O=C(Nc1ccccc1NC(=O)c1csnn1)c1csnn1	9	1.2
Cc1ccc(CNC(=O)N2CCN(c3ccc(C)cc3)CC2)cc1	6	0.3
C#CCOCCOCCOCCNc1nc(N2CCN(C(=O)[C@H]([C@@H](C)CC)n3cc([C@@H](N)CO)nn3)CC2)nc(N2CCN(C(=O)[C@H]([C@@H](C)CC)n3cc([C@@H](N)CC(C)C)nn3)CC2)n1	21	-1.2
O=c1cnn(-c2ccccc2)c(-c2ccccc2)c1	0	-1.9
O=C(CN1CCCCCC1)NCc1ccccc1	19	-1.4
CCn1c(SCC(=O)Nc2oc(-c3ccccc3)c(-c3ccccc3)c2C#N)nnc1-c1ccco1	43	-1.0
O=C(O)C(c1ccccc1)N1C(=O)/C(=C/c2cccs2)SC1=S (stereo unspecified)	20	-2.1

Other structures
canonical_smiles	OX1R FRET antag	STK33 inh
COc1ccc(N2C(=O)CC(N(CCc3ccccc3)C(=O)c3ccccc3)C2=O)cc1 (stereo unspecified)	0	-2.6
CC(C)(C)c1ccc(C(=O)NCCC(=O)NCc2ccco2)cc1	10	-1.6
CC1CC(C)CN(S(=O)(=O)c2cccc3nonc23)C1 (stereo unspecified)	13	-2.4
Cc1cc(C)n(-c2nc(N(C)C)nc(N(C)C)n2)n1	7	5.6
CCCN(CC(=O)Nc1ccc(C(C)=O)cc1)CC(=O)Nc1ccccc1C	7	-0.9
CS(=O)(=O)N1CCN(C(=O)c2ccc(-c3ccccc3)cc2)CC1	-3	-0.5
COc1ccc2oc(C(=O)OCC(=O)Nc3cccc(S(=O)(=O)N4CCOCC4)c3)c(C)c2c1	16	0.0
CCCN(C(=O)COC(=O)CNC(=O)c1ccc2ccccc2c1)c1c(N)n(Cc2ccccc2)c(=O)[nH]c1=O	14	-0.4
O=C(Nc1ccccc1Cl)c1ccc2nc(N3CCOCC3)sc2c1	17	-0.4
O=[N+]([O-])c1ccc(COP(=O)(O)OCc2ccc([N+](=O)[O-])cc2)cc1	7	-0.9
O=C(Cn1c(-c2ccccc2)c[n+]2ccsc12)c1ccc(Br)cc1	3	-0.3
CCOc1ccc(Br)cc1C1=CC(=O)C[C@H](c2ccc(OC)cc2)C1	3	-0.8
CCOC(=O)CSC1=C(C#N)C(C)C2=C(CCCC2=O)N1 (stereo unspecified)	21	-1.6
CCN(CC)C(=O)c1[nH]cnc1C(=O)Nc1ccccc1	0	-1.8
O=C(CSC1=NCCS1)NC1CCCCC1	11	-0.4

One compound at a time, as listed above:
`O=C(CSC1=NCCS1)NC1CCCCC1` is listed with OX1R FRET antag: 11; STK33 inh: -0.4
`CC(C)(C)c1ccc(C(=O)NCCC(=O)NCc2ccco2)cc1` is listed with OX1R FRET antag: 10; STK33 inh: -1.6

The list continues.
canonical_smiles	OX1R FRET antag	STK33 inh
Cc1cc(C)nc(Nc2n[nH]c(-c3ccccc3Br)n2)n1	16	-2.7
CCCCCC(C)NC(=O)c1cc(S(=O)(=O)N2CCCCC2)ccc1N1CCOCC1 (stereo unspecified)	-1	0.0
CCOC(=O)N1CCN(C(=O)CN2C(=O)CC(C)(C)S(=O)(=O)c3ccccc32)CC1	9	-1.4
O=C(COc1ccc([N+](=O)[O-])cc1Cl)NCC1CCCO1 (stereo unspecified)	44	0.2
C=CCNC(=O)C1CCN(C(=O)c2ccc(-c3ccccc3)cc2)CC1	14	0.7
CC(C)[C@H](CO)N(Cc1cccc(F)c1)c1nc(Nc2cccc(Cl)c2)c2ncn(C(C)C)c2n1	3	1.4
CCN(C(=O)c1cc2c(=O)n3ccccc3nc2n1CCCOC)C1CCCCC1	11	2.6
CCC1NC(=O)c2ccccc2N1c1cccc(Cl)c1 (stereo unspecified)	-2	-0.5
COC(=O)c1c(NC(=O)CC2SCC(C(=O)OC)NC2=O)sc2c1CCCC2 (stereo unspecified)	12	-0.4
CC1(c2cccc3ccccc23)NC(=O)N(CC(=O)NC2CCS(=O)(=O)C2)C1=O (stereo unspecified)	12	-1.3
Cc1c(C)c2c(OCC(=O)NC3CC3)cc3c(c2oc1=O)CCC(C)(C)O3	16	-0.3
Nc1ncc(-c2nnnn2-c2ccc(Cl)cc2)c(-c2ccc(Cl)cc2)n1	15	-0.9
Cc1cn2c(=O)c(C(=O)NCc3ccc4c(c3)OCO4)cnc2s1	16	-1.5
COc1ccc(-c2noc(CCC(=O)N3CCC(c4cc(C)ccc4C)CC3)n2)cc1	9	x
Cc1cc2c(cc1S(=O)(=O)NCc1ccccc1)OCC(=O)N2	2	-0.1

Molecules listed so far that contain a cyano group, in the order listed:
canonical_smiles	OX1R FRET antag	STK33 inh
N#Cc1nc(-c2ccccc2)oc1NCC1CCCO1 (stereo unspecified)	11	1.1
Cc1ccc(-n2ncc(C#N)c2/N=C/N2CCN(C)CC2)cc1	15	0.2
Cc1sc(NC(=O)CSc2nnnn2C2CCCCC2)c(C#N)c1C	3	-0.2
COc1ccc(-c2nc(C#N)c(NCc3ccccc3Cl)o2)cc1OC	34	-1.6
CCn1c(SCC(=O)Nc2oc(-c3ccccc3)c(-c3ccccc3)c2C#N)nnc1-c1ccco1	43	-1.0
CCOC(=O)CSC1=C(C#N)C(C)C2=C(CCCC2=O)N1 (stereo unspecified)	21	-1.6

(list continues)
canonical_smiles	OX1R FRET antag	STK33 inh
COc1cc2c(=O)n(CCC(=O)NCC3CCCO3)c(=O)n(CC(=O)Nc3ccc(C)cc3C)c2cc1OC (stereo unspecified)	0	-0.7
O=C(CCS(=O)(=O)Cc1ccccc1F)NCc1ccccc1Cl	8	-0.1
CCN(CC)C(=O)CC1(c2ccccc2OC)CCOC(C(C)C)C1 (stereo unspecified)	9	0.7
CC1(C)Cc2nc3sc4c(SCC(=O)NCc5ccco5)ncnc4c3cc2CO1	1	-1.6
COC(=O)c1[nH]c2cccc(OC)c2c1NC(=O)CCN1CCC(C(N)=O)CC1	13	-0.2
CS(=O)(=O)Nc1ccc(C(=O)NC2CCCCC2)cc1	5	-0.5
COc1ccc(C2=NN(C(=O)CCC(=O)O)C(c3ccccc3OC)C2)cc1 (stereo unspecified)	4	-2.2
CCc1c(C)nc2nc(NC(C)=O)[nH]n2c1=O	13	-1.1
O=C(CN1CCN(Cc2ccccc2F)C1=O)NCc1ccco1	-1	-0.3
CCNC(=S)/N=C(/Nc1ccccc1)Nc1nc(C)cc(C)n1	18	-1.7
CC1(C)CC(=O)C=C(Nc2ccccn2)C1	8	0.0
CC1SC(=NC(=O)C(C)N2C(=O)c3ccccc3C2=O)NC1=O (stereo unspecified)	15	-0.8
COc1ccc(C(=O)NCC2OCCc3ccccc32)c(O)c1 (stereo unspecified)	22	-1.8
CC(C)C(c1nnnn1Cc1cccs1)N1CCN(C(=O)c2ccco2)CC1 (stereo unspecified)	6	1.1
O=C(N/C(=C/c1ccc(Br)cc1)C(=O)N1CCCCC1)c1ccccc1F	24	-1.8
Cc1noc(/C=C/N(C)C)c1S(=O)(=O)N1CCCC(C(=O)N2CCc3ccccc32)C1 (stereo unspecified)	8	-1.3
Cc1ccc2nsnc2c1NC(=O)c1cccnc1Cl	27	0.6
COc1ccc(N2CCN(c3oc(COc4ccccc4)nc3C#N)CC2)cc1	15	-0.7
c1ccc(CSCCc2ccncc2)cc1	6	0.0
Cc1cc(C)n(CC(=O)O)n1	18	3.5
NC(=O)c1ccc(N2CCN(S(=O)(=O)c3cccs3)CC2)c([N+](=O)[O-])c1	15	-0.4
COc1ccc(CCNS(=O)(=O)c2cn(C)cn2)cc1OC	4	-1.6
COC(=O)c1ccc(C)c(NS(=O)(=O)c2ccc(OC)cc2)c1	8	0.9
C=CCC[C@H](Cc1ccc(F)cc1)C(=O)OC[C@H](Cc1c[nH]c2ccccc12)NC(=O)[C@H](CC=C)CC(=O)NCCO	4	-1.2

Screening results from PubChem BioAssay.
